ERK AVP block – vasopressin-driven ERK pathway inhibition. HEK293-V1b, vasopressin-stimulated pERK AlphaScreen. Potency, µM (titrated, usually from 57.5 µM), for the others: at the highest dose activity, negative = inhibition, most hits filed as inhibitors. actives 0.99% (n = 72,000). AID 995; note: potency is the fitted concentration of half-maximal effect; % is set by controls: 0 for no effect and ±100 for the full control effect; nearly all actives have a fitted effect of over 55% in size
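qHTS, compounds titrated on V1b-expressing HEK293 cells. Preincubation 30 min at 37C, vasopressin 25 nM for 5 min, lysis 10 min, bead incubation 5 hr at room temperature.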
GFP derepression – epigenetic GFP locus derepression in mouse cells. Potency, µM (top dose mostly 46.1 µM), for the others: at the top dose GFP derepression (activation). mouse C127i GFP locus derepression, cytometry, 30 h. AID 597. actives 0.09% (n = 68,000); note: % of control where 0% means no effect
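Read-out is the number of GFP-positive cells, scored as fluorescent objects 20 to 120 um wide, reflecting derepression of a silenced CMV-GFP reporter in murine C127i cells after 30 h compound exposure at 37 C.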
Tau filament bind – binds recombinant human tau filaments. P10636. recombinant tau filaments, thioflavin S fluorescence, 15 h; filaments grown with octadecylsulfate alongside compound. Potency, µM (series often up to 57.1 µM), inactives show top-dose activity change, negative = inhibition. actives 2% (n = 71,000). AID 596;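 note: potency is the fitted concentration of half-maximal effect; % is set by controls: 0 for no effect and ±100 for the full control effect; actives lower thioflavin S fluorescence by blocking filaments or displacing dye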
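Recombinant tau protein (human, 1 uM final) plus 30 uM ODS in HEPES pH 7.4 with NaCl, DTT and thioflavine S. Compound present from the start; fluorescence at 510 nm after 15 h, 37 C.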
Luciferase inh – inhibitors of firefly luciferase; actives 2.2% (n = 72,000); P08659; AID 411; Potency, µM (series often up to 57.1 µM), for inactives: at the top dose activity change, negative = inhibition, hits mostly inhibitors; purified firefly luciferase, luminescence, 8 min; note: potency is the fitted concentration of half-maximal effect; % is set by controls: 0 for no effect and ±100 for the full control effect; nearly all actives have a fitted effect of over 40% in size
Target sequence (P08659 whole entry, looked up): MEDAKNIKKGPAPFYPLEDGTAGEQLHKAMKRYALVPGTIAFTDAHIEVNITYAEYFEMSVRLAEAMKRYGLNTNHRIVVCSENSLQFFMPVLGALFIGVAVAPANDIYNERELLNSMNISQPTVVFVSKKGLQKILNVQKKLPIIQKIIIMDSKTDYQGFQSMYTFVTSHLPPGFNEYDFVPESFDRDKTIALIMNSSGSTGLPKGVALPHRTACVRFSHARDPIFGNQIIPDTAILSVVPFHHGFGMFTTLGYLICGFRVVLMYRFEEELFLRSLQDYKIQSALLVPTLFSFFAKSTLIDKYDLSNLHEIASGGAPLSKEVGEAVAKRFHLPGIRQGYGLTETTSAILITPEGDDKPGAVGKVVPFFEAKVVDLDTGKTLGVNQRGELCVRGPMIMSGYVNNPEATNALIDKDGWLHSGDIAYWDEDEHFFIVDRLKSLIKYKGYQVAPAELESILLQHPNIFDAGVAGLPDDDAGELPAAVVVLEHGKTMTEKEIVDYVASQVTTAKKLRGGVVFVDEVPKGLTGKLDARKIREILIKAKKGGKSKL
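Inhibition of light generation by firefly luciferase from ATP and luciferin was profiled with concentration-response curves per sample, ATP held at 10 uM within the enzyme's linear range. Plates were read by luminescence after an 8-minute ambient incubation.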
HADH2 inh – blocks human hydroxyacyl-CoA dehydrogenase type II; recombinant HADH2, NADH fluorescence, beta-hydroxybutyryl-CoA; Potency, µM (highest dose often 57.1 µM), for the others: at the highest dose activity change, negative = inhibition, usual class: inhibitors; actives 3.4% (n = 73,000); note: potency is the fitted concentration of half-maximal effect; % is set by controls: 0 for no effect and ±100 for the full control effect; nearly all actives have a fitted effect of over 60% in size; many of its hits are not listed in these tables
Target sequence (Q99714 whole entry, looked up, one chain of several): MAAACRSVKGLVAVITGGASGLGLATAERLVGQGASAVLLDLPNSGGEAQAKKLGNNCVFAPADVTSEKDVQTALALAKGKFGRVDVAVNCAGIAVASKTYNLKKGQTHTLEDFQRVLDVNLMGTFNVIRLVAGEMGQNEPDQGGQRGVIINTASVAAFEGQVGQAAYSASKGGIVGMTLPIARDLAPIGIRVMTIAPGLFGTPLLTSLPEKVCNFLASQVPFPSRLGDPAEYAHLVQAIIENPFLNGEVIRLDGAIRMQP
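His-tagged recombinant enzyme from E. coli, 20 nM, preincubated 15 min RT with compound; reaction started with 1 mM NAD+ and 90 uM beta-hydroxybutyryl-CoA in 100 mM Tris-HCl pH 9.0. NADH fluorescence (ex 360/em 450) read over 4 min; last-minus-first difference.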
CRE-bla Fsk – CRE-bla signaling modulation under forskolin stimulation. CHO CRE-bla reporter (cAMP response element driving beta-lactamase), forskolin EC10, beta-lactamase ratio. actives 2.5% (n = 71,000). Potency, µM (series often up to 38.2 µM), for inactives: at the top dose activity change, negative = inhibition, actives largely listed as activators. AID 662; active = well fitted activation curve with a large enough effect in the signal ratio, with a control signal flat, not every such curve was filed as active; inconclusive = small, poorly fitted or top-dose-only effect, or effect the other way, or a change in a side signal; the % refers to the signal ratio; note: potency is the fitted concentration of half-maximal effect; % of control where 0% means no effect
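Reporter-gene assay: CHO cells with beta-lactamase behind cAMP responsive elements, co-treated with compound and EC10 NKH 477 for 3 hours at 37 degrees Celsius. Activity came from the 460/530 nm CCF4 emission ratio.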
Ub-GFP proteasome – proteasome inhibitors stabilizing ubiquitin-GFP reporter | Potency, µM (series often up to 45.9 µM), for the others: at the top dose activation (GFP accumulation), hits mostly activators | AID 526 | Ubiquitin-GFP reporter cells, proteasome inhibition, GFP fluorescence; response scale: untreated = 0%, 10 µM MG-132 = 100% | 67,000 tested, under 10 active; active = well fitted activation curve with a large enough effect, not every such curve was filed as active; inconclusive = small, poorly fitted or top-dose-only effect, or another doubt; inactive = no such curve, though single readings can be large or run the other way; note: potency is the fitted concentration of half-maximal effect
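Proteasome block read as GFP accumulation: ubiquitin(G76V)-GFP U2OS cells exposed to compound (2.9 nM–46 uM) for 4 hr at 37 C. Normalization used untreated cells as 0% and 10 uM MG-132 as 100%; concentration-response curves fitted.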
Hsp90 Hop PPI – changes Hsp90-Hop TPR2A binding signal, up or down. AlphaScreen TPR2A-His6 binding biotin-Hsp90 C-terminal peptide. Potency, µM (series often up to 57 µM), inactives show at the highest dose activity change, negative = inhibition. actives 0.44% (n = 71,000); active = well fitted curve in either direction with a large enough effect; inconclusive = small, poorly fitted or top-dose-only effect, or another doubt; note: potency is the fitted concentration of half-maximal effect; % is set by controls: 0 for no effect and ±100 for the full control effect; many of its hits are not listed in these tables
HBB splicing – modulators of hemoglobin beta chain splicing. HBB splicing reporter cell assay, activation; EGFP reporter with mutant IVS2-654 intron; response scale: normalised to 500 nM splice-correcting PNA. Potency, µM (doses to about 46.1 µM), for inactives: top-dose activation, most hits filed as activators. actives 0.06% (n = 65,000). AID 925; note: potency is the fitted concentration of half-maximal effect; 0% is about no effect
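HeLa cells stably expressing EGFP interrupted by mutant beta-globin intron 2 (IVS2-654), 500/well in 2% FCS. Treated with compound for 2 days at 37C. Splicing correction scored as total well GFP intensity (488 nm excitation, 500-520 nm emission); 500 nM antisense PNA served as control.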
ALOX15 inhib – inhibitors of human 15-lipoxygenase (ALOX15); P16050; purified 15hLO-1, xylenol orange hydroperoxide absorbance; Potency, µM (series often up to 57.1 µM), for inactives: at the top dose activity change, negative = inhibition, actives largely listed as inhibitors; actives 1.4% (n = 74,000); note: potency is the fitted concentration of half-maximal effect; % is set by controls: 0 for no effect and ±100 for the full control effect; nearly all actives have a fitted effect of over 55% in size
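40 nM 15hLO-1 + cpd, 15 min RT; start w/ 50 uM AA (final), 6 min RT; stop/detect w/ 200 uM XO + 300 uM Fe(II) in 50 mM H2SO4, 30 min; A573/A405. Buffer 25 mM Hepes pH 7.5, 0.01% Triton X-100. No-enzyme wells as negative control.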
DNA Pol III inh – blocks replication by bacterial DNA polymerase III holoenzyme; reconstituted DNA polymerase III holoenzyme replication, biochemical; Potency, µM (series often up to 57.1 µM), inactives show at the highest dose activity change, negative = inhibition; actives 0.25% (n = 71,000); AID 603; note: potency is the fitted concentration of half-maximal effect; % is set by controls: 0 for no effect and ±100 for the full control effect
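Reconstituted *E. coli* holoenzyme (0.35 nM Pol III, 1 nM beta, 154 nM SSB, 2 nM primase) was preincubated with compound for 15 min at RT. Synthesis on 1.4 nM ssM13Gori ran 35 min, then was stopped with PicoGreen/EDTA and read as dsDNA fluorescence.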
Numbers without * were called inactive; u = inconclusive; x = no result given; & = joins results of further samples; [ ] = dose if it differs, or a comment. Unless noted, calls come from the whole dose curve; as a rule, active = well fitted curve in the direction sought with a large enough effect; inconclusive = small, poorly fitted or top-dose-only effect, or another doubt; inactive = no such curve, though single readings can be large; an effect the other way counts as inactive or inconclusive. An excerpt; the hit share may differ from the screen's.

nr	SMILES	ERK AVP block	GFP derepression	Tau filament bind	Luciferase inh	HADH2 inh	CRE-bla Fsk
1	c1ccc(-c2nc(N3CCN(c4ccccc4)CC3)nc(-n3ccnc3)n2)cc1	-17%	6%	369%	0%	4%	13%
2	Cc1nc2cnc(N(C)C)nc2n(C2CC2)c1=O	u	2%[9.22 µM]	7%	1%[11.4 µM]	20%	10µM*
3	CCOC(=O)c1cnc2c(cnn2CC)c1NN=C(C)C	u	0%&-2%	u	-1%&-2%	u	1µM*
4	O=C(CN1C(=O)COc2ccccc21)NCCC1=CCCCC1	10%	1%	3%	0%	12%	u
5	COC(=O)c1cnn2c(C(F)(F)F)cc(-c3ccco3)nc12	-21%	0%	16µM*	1%	32µM*	15%
6	CC1(C)S[C@@H]2[C@H](NC(=O)[C@@H](N)c3ccccc3)C(=O)N2[C@H]1C(=O)O[C@H]1OC(=O)c2ccccc21	-3%[25.7 µM]	2%[20.6 µM]	50%[25.6 µM]	-1%[25.5 µM]	5%[25.6 µM]	-15%[17.1 µM]
7	CCCCSc1nc(C)c(CC(=O)O)c(=O)[nH]1	-2%	3%	-2%	1%	-10%	-4%
8	COCCn1c(=O)c(-c2ccccc2)nc2cnc(OCc3ccccc3)nc21	25%	3%[9.22 µM]	u	1%[11.4 µM]	-1%	-1%
9	COc1ccc(-c2nnc(SCC(=O)NC(C)C)n2CC2CCCO2)cc1OC (centres undefined)	16%	-1%	6%	2%	-13%	-1%
10	O=S(=O)(N1CCOCC1)n1c(Cc2ccccc2)nc2ccccc21	u	4%	-12%	0%	-3%	3%
11	CC(C)(N)CO[C@H]1C[C@H]2CC[C@@]1(C)C2(C)C	-2%[11.5 µM]	-2%[9.22 µM]	-14%[11.4 µM]	2%[11.4 µM]	8%[11.4 µM]	5%[7.6 µM]
12	CCC(C)(C)n1nnnc1C(c1ccc2ncccc2c1)N1CCN(Cc2ccc3c(c2)OCO3)CC1 (centres undefined)	-10%	-1%	-1%	5%	5%	1%
13	CNc1cc(-c2c(C)noc2C)ncn1	-18%	0%[9.22 µM]	-5%	0%[2.29 µM]	1%	6%
14	COc1ccc(-c2nc3cnc(OC)nc3n(-c3ccccc3)c2=O)cc1	-11%	2%[9.22 µM]	6%	2%[11.4 µM]	3%	u
15	CCCOc1cccc(C(=O)O)c1	2%	-1%	-1%	5%	6%	5%

nr	Ub-GFP proteasome	Hsp90 Hop PPI	HBB splicing	ALOX15 inhib	DNA Pol III inh
1	-2%	-20%	0.0%	6%	-1%
2	3%	-6%	-0.1%	-1%	-11%
3	11%&1%	2%&-2%	-0.2%	2%[25.6 µM]	-3%&-1%
4	-11%	0%	-2.9%	-3%	3%
5	5%	-12%	0.7%	-21%	-2%
6	-8%[20.5 µM]	-2%[26 µM]	3.5%[20.6 µM]	-2%[25.6 µM]	0%[25.6 µM]
7	-3%	4%	-0.2%[57.5 µM]	19%	-5%
8	-3%	-2%	-0.9%	1%	-4%
9	-6%	-2%	-5.4%	4%	0%
10	5%	9%	4.8%	-9%	-3%
11	1%[9.17 µM]	-1%[11 µM]	-0.2%[9.22 µM]	8%[11.4 µM]	-2%[11.4 µM]
12	-5%	-2%	x	-7%	4%
13	7%	-4%	1.5%	2%	-6%
14	-6%	-3%	-0.5%	20%	2%
15	-3%	-1%	-0.3%	6%	-4%

New compounds follow:
nr	SMILES	ERK AVP block	GFP derepression	Tau filament bind	Luciferase inh	HADH2 inh	CRE-bla Fsk
16	COc1ccc(C2C3=C(CC(C)(C)CC3=O)Nc3c2c(=O)[nH]c2nc(C)nn32)cc1 (centres undefined)	-6%	-5%	93%	1%	3%	-6%
17	Cn1c(=N)c(S(=O)(=O)c2ccccc2)cc2c(=O)n3ccccc3nc21	-21%	-2%	-15%	1%	-7%	2µM*
18	COc1ccccc1N1CCN(CCCCNS(=O)(=O)c2cccc3c(N(C)C)cccc23)CC1	4%	-2%	-16%	-6%	u	-11%
19	COC(=O)c1onc(C(=O)c2ccccc2)c1C(=O)OC	-11%	2%	-6%	0%	-6%	2%
20	CC12CCC(C(=O)N3CCN(C(=O)C45CCC(C)(C(=O)O4)C5(C)C)CC3)(OC1=O)C2(C)C	-18%	0%	8%	-7%	2%	-1%
21	CCCCCCCCCCCCCCC/C=C\[C@H](O)[C@@H](NC(=O)CCCCCCCCCCCCC)OC (tested in a mixture with another compound)	12%	1%	4%	-1%	-12%	-6%
22	O=c1c(-c2ccccc2)[n+]([O-])c2ccccc2n1O	0%	-2%	328%	0%	-11%	u
23	OC(CN(c1ccccc1)c1ccccc1)Cn1cnc2ccccc21 (centres undefined)	u	2%	13µM*	1%	50%[activator]	-11%
24	COc1cc(OC)cc(-n2nnnc2SCC(=O)N2CCCc3ccccc32)c1	-7%	0%	22%	0%	0%	9%
25	O=C(Nc1cccc(O)c1)c1cc(S(=O)(=O)N2CCCC2)ccc1Cl	-24%	-4%	-6%	0%	-6%	0%
26	CC(=O)c1cc(CN2C(=O)CCC2=O)cs1	-1%	2%	13%	1%	3%	6%
27	O=C(Cc1cccs1)NCc1cn2ccccc2n1	x	x	4%	1%	9%	-5%
28	O=C(C1CC1)N1CCN=C1SCc1ccccc1	-3%	-2%	-8%	2%	1%	-6%
29	Fc1ccc(-c2cc3nc4c(c(N5CCOCC5)n3n2)CCCC4)cc1	-8%	-2%	42%	-8%	4%	u
30	COC(=O)c1[nH]c2cccc(Cl)c2c1NC(=O)CN1CCCCC1C (centres undefined)	-4%	2%	10%	0%	1%	u

nr	Ub-GFP proteasome	Hsp90 Hop PPI	HBB splicing	ALOX15 inhib	DNA Pol III inh
16	3%	-2%	1.0%[1.84 µM]	12%	1%
17	2%	-4%	6.4%[0.369 µM]	-9%	-8%
18	0%	-11%	0.0%	-10%	-4%
19	x	u	0.3%[0.369 µM]	10%	-5%
20	3%	-1%	-1.2%	5%	7%
21	0%	-3%	-0.5%	-28%	-5%
22	7%	-1%	3.7%[1.84 µM]	-5%	4%
23	4%	-23%	-1.0%	16%	5%
24	-4%	0%	x	u	-5%
25	2%	-1%	-6.1%	-17%	-4%
26	13%	-2%	4.1%	3%	3%
27	-4%	-2%	0.5%	8%	-2%
28	0%	1%	-0.4%	7%	-8%
29	4%	16%	-6.8%	u	2%
30	-3%	-2%	1.3%[57.5 µM]	4%	-6%

(continued)
nr	SMILES	ERK AVP block	GFP derepression	Tau filament bind	Luciferase inh	HADH2 inh	CRE-bla Fsk
31	COC(=O)CSc1nnc(CNC(=O)Cc2ccccc2)n1C	-8%	-1%	4%	2%	-3%	u
32	COc1ccccc1NC(=O)CSc1nnc(C)n1CCc1ccccc1	-8%	-1%	4%	-5%	4%	3%
33	Cc1ccc(S(=O)(=O)N2CCCCC2)cc1C(=O)Nc1ccc2cn[nH]c2c1	u	-1%	2%	0%	u	-9%
34	Cc1ccc2c(c1)nnn2C1CCN(C(=O)NC23CC4CC(CC(C4)C2)C3)CC1	3%	-2%	-3%	0%	19%	0%

nr	Ub-GFP proteasome	Hsp90 Hop PPI	HBB splicing	ALOX15 inhib	DNA Pol III inh
31	3%	2%	6.0%	3%	-9%
32	0%	-3%	x	-1%	-4%
33	-3%	u	-1.8%	8%	-2%
34	0%	0%	x	14%	-6%

Retrieved by structure from above, 3 records:
nr	SMILES	ERK AVP block	GFP derepression	Tau filament bind	Luciferase inh	HADH2 inh	CRE-bla Fsk
24	COc1cc(OC)cc(-n2nnnc2SCC(=O)N2CCCc3ccccc32)c1	-7%	0%	22%	0%	0%	9%
8	COCCn1c(=O)c(-c2ccccc2)nc2cnc(OCc3ccccc3)nc21	25%	3%[9.22 µM]	u	1%[11.4 µM]	-1%	-1%
17	Cn1c(=N)c(S(=O)(=O)c2ccccc2)cc2c(=O)n3ccccc3nc21	-21%	-2%	-15%	1%	-7%	2µM*

nr	Ub-GFP proteasome	Hsp90 Hop PPI	HBB splicing	ALOX15 inhib	DNA Pol III inh
24	-4%	0%	x	u	-5%
8	-3%	-2%	-0.9%	1%	-4%
17	2%	-4%	6.4%[0.369 µM]	-9%	-8%
